# ATXN2 expr inh: reduces ATXN2 reporter expression in HEK-293 cells | HEK-293 ATXN2-luciferase reporter, luminescence, 24 h | Potency, µM (doses to about 57 µM), inactives show top-dose activity change, negative = inhibition, actives largely listed as inhibitors | actives 0.72% (n = 360,000); note: % is set by controls: 0 for no effect and ±100 for the full control effect; nearly all actives have a fitted effect of over 55% in size
#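 ATXN2-luciferase reporter cells (luciferase flanked by upstream and downstream ATXN2 gene portions) were treated 24 h at 37 °C with compounds at up to 57 uM. SteadyGlo luminescence gave expression; GF-AFC fluorescence gave viability.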
# HepG2 tox: HepG2 cytotoxicity, counter-screen for TGF-b inhibitors | HepG2 CAGA-GFP viability, ATP luminescence, 18 h | Potency, µM (highest dose often 46.1 µM), for inactives: at the highest dose activity change, negative = cytotoxicity, hits mostly cytotoxic | actives 0.76% (n = 410,000) | AID 588856; note: some results filed as inactive show a strong effect at the top dose
#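 CellTiter-Glo luminescence gave cytotoxicity after 18 hours at 37 degrees C. The cells were HepG2 CAGA-GFP in 1% FBS DMEM, stimulated with 500 pg/mL TGF-beta after compound addition. %Activity was normalised to no-cell wells (complete cell-killing) and DMSO (no toxicity), and curves were fitted and classified.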
# ATXN viability: reduces viability in counter-screen for ATXN expression inhibitors. Potency, µM (top dose mostly 56.7 µM), usual class: cytotoxic. actives 0.49% (n = 400,000). S2 cells (HEK-293 line with an ATXN2-luciferase reporter) viability, CellTiter-Fluor protease fluorescence, 24 h; note: nearly all actives have a fitted effect of over 40% in size
# EPAC2 antag: antagonists of human EPAC2; AID 720708; Potency, µM (titrated, usually from 114 µM), without a hit: top-dose activity, negative = inhibition, most hits filed as inhibitors; actives 0.18% (n = 360,000); EPAC2 GEF exchange of Rap1B-BODIPY-GDP, fluorescence; Q8WZA2; note: % is set by controls: 0 for no effect and ±100 for the full control effect; nearly all actives have a fitted effect of over 45% in size; many of its hits are not listed in these tables
# Target sequence (Q8WZA2 whole entry, looked up): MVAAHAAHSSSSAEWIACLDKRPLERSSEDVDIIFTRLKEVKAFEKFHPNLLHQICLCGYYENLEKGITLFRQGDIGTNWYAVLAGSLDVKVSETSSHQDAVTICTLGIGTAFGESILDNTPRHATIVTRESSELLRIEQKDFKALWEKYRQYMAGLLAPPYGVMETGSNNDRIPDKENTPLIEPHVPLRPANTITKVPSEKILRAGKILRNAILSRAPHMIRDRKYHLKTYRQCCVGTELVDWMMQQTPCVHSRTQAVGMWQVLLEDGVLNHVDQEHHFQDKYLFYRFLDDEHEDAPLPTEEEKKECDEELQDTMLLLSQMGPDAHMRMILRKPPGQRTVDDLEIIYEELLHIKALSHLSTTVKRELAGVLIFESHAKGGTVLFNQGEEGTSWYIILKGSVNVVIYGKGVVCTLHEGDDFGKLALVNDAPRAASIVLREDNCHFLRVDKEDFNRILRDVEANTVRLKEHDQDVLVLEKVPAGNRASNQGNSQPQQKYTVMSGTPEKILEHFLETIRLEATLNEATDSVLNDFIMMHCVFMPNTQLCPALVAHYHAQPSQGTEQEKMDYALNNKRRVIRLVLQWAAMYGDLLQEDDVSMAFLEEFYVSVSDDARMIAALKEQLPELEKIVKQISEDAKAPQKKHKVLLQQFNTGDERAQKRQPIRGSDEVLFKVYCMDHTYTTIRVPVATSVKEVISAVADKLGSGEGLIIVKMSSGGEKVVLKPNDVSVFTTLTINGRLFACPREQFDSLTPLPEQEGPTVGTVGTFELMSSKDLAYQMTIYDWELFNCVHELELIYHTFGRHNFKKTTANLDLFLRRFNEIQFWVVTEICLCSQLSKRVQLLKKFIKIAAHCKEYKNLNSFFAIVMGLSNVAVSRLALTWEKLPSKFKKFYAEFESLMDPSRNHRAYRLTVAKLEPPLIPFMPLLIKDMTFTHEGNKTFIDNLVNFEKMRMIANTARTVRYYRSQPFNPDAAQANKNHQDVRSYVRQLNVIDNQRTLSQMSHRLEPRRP
# MCF10A rereplic: inducers of DNA re-replication in MCF 10A breast cells | MCF 10A DNA re-replication, Hoechst nuclear intensity, 48 h | Potency, µM (titrated, usually from 46.1 µM), for the others: at the top dose activity, positive = re-replication, actives largely listed as activators | actives 2.9% (n = 350,000); note: % of control where 0% means no effect; nearly all actives have a fitted effect of over 50% in size
# Nrf2 ARE act: activates Nrf2 signaling | actives 0.31% (n = 410,000) | Potency, µM (doses to about 46.1 µM), for inactives: top-dose activation, actives largely listed as activators | AREc32 ARE-luciferase reporter (MCF7-derived line), luminescence, 24 h; note: % of control where 0% means no effect; nearly all actives have a fitted effect of over 65% in size
#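 Each well held 1000 AREc32 cells, which were incubated with compound for 24 hr at 37 deg C after overnight attachment, and ARE reporter activity was quantified by firefly luciferase luminescence.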
# A549 viability: counter-screen for Nrf2 inhibitors: cytotoxicity in A549 cells; actives 0.16% (n = 390,000); A549 ARE-Fluc cells, CellTiter-Fluor viability, 18-24 h; Potency, µM (highest dose often 46 µM), for inactives: at the highest dose activity change, negative = cytotoxicity, hits mostly inhibitors; note: % is set by controls: 0 for no effect and ±100 for the full control effect
#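 Cytotoxicity counterscreen: CellTiter-Fluor fluorescence was measured in A549 ARE_Fluc cells after 18-24 h of compound exposure in a concentration series. The subsequent BugLite luminescent read reports ARE-luciferase activity.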
# TGFb SMAD3 inh: inhibitors of TGF-b signaling | HepG2 CAGA-GFP TGF-b/SMAD3 reporter, GFP fluorescence, 18 h; TGF-beta stimulated, 500 pg/mL final | Potency, µM (titrated, usually from 46.1 µM), inactives show at the highest dose activity, negative = inhibition, actives largely listed as inhibitors | actives 1.2% (n = 410,000) | AID 588855; note: % is set by controls: 0 for no effect and ±100 for the full control effect; nearly all actives have a fitted effect of over 65% in size
#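 Read-out: total well GFP (ex488/em500-530) summed from mean per-cell fluorescence. Cells: HEPG2 CAGA-GFP, 1% FBS DMEM, 18 h at 37 degrees C with 500 pg/mL final TGF-beta. Unstimulated wells served as the full-inhibition control; stimulated DMSO wells = 0%.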
# Nrf2 inh: blocks Nrf2 signaling; A549 ARE-Fluc reporter, luciferase luminescence, 18-24 h; Potency, µM (titrated, usually from 46 µM), for inactives: top-dose activity change, negative = inhibition, most hits filed as inhibitors; actives 2.1% (n = 360,000); AID 504444; note: % is set by controls: 0 for no effect and ±100 for the full control effect; nearly all actives have a fitted effect of over 60% in size
#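 Two sequential reads on A549 ARE_Fluc cells exposed to compound for 18-24 h: a CellTiter-Fluor fluorescence read for viability, then a luciferase luminescence read for Nrf2/ARE activity.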
# * marks the source's active call; other numbers are inactive results; i = inactive; ? = inconclusive; nt = no result given; & = joins results of further samples; [ ] = dose if it differs, or a comment. Calls come from the whole dose curve; as a rule, active = well fitted curve in the direction sought with a large enough effect; inconclusive = small, poorly fitted or top-dose-only effect, or another doubt; inactive = no such curve, though single readings can be large; an effect the other way counts as inactive or inconclusive. Potency is the fitted concentration of half-maximal effect. An excerpt, so the mix of outcomes need not match the whole.
SMILES	ATXN2 expr inh	HepG2 tox	ATXN viability	EPAC2 antag	MCF10A rereplic	Nrf2 ARE act	A549 viability	TGFb SMAD3 inh	Nrf2 inh
C1=C(N2CCOCC2)/C(=C/c2nc3ccccc3[nH]2)CC1	2.4%	-38.2%	i	-3.5%	1.1%	5.4%	-14.8%	42.5%[activator]	?
Brc1ccccc1-c1nnc(CSc2nnnn2-c2ccccc2)o1	29.6%	-25.8%	i	-6.5%	-14.5%	6.9%	-11.8%	7.6%	7.2%
COc1cccc(CNC(=O)CCC2CCCN(Cc3cc(Cl)ccc3O)C2)c1 (configuration not stated)	-7.1%	-4.2%	i	4.4%	-23.4%	-0.4%	1.0%	-1.5%	-3.7%
Cc1noc(C)c1COc1ccccc1C(=O)Nc1cccc(S(=O)(=O)N(C)C)c1	5.3%	2.8%	i	-4.4%	4.8%	2.3%	1.3%	0.1%	?
Cc1ccc(C(=O)N2CCOCC2)cc1S(=O)(=O)N1CCOCC1	-6.2%	4.8%	?	19.0%	-3.1%	0.3%	-0.4%	14.4%	20.0%
Cc1ccccc1OS(=O)(=O)c1cn(C)c(=O)n(C)c1=O	11.9%	11.8%	i	4.6%	-1.6%	-0.2%	0.8%	-7.9%	34.4%
CC(=O)NC(C)(c1ccccc1)c1nc(-c2cncnc2)cs1 (configuration not stated)	7.3%	-22.9%	i	2.8%	nt	0.3%[9.22 µM]	nt	19.8%	nt
Cc1cc(C)nc(NC(=O)CSc2nn(C)c(=S)s2)n1	10.1%	-1.3%	i	18.5%	11.6%	-0.2%	1.5%	2.4%	6.1%
CCCC(=O)N1CCC1(C)C(=O)NS(=O)(=O)c1cc2c(cc1C)CCCS2(=O)=O (configuration not stated)	4.7%	-36.0%	i	5.4%	nt	-0.7%	nt	-24.2%	nt
O=C(CSc1nc2cc(Cl)ccc2s1)c1cc2ccccc2o1	7.4%	-7.4%	i	4.8%	20.7%	0.2%	-7.9%	3.0%	nt
Cc1ccc(NC(=O)CCNS(=O)(=O)c2ccc3c(c2)oc(=O)n3C)cc1	1.9%	7.0%	i	12.5%	1.5%	-0.5%	0.5%	-5.7%	?
CCN(CC)C(=S)Nc1ccc([N+](=O)[O-])cc1	1.6%	-8.5%	i	8.8%	-0.7%	-0.1%	-0.5%	?	-3.6%
Cc1ccc(NC(=O)c2onc(C)c2Cl)cc1	56.8%[activator]	-19.7%	i	6.7%	15.5%	3.6%	2.5%	-11.3%	?
CN(Cc1ccccc1NS(=O)(=O)c1ccc2ccccc2c1)C1CCCCC1	-22.9%	-15.4%	i	-0.2%	?	0.4%	0.4%	-22.7%	-30.0%
O=C(Cn1c(=O)oc2ccccc21)NCc1cccc(Cl)c1	7.7%	6.6%	i	nt	nt	-0.7%	0.7%	14.0%	14.0%
CCOC(=O)[C@@H]1[C@H]2COc3ccccc3[C@@H]2N2C(=O)N(c3ccc(OC)cc3)C(=O)[C@]12C	0.9%	-8.8%	i	-11.5%	1.4%	0.0%	2.6%	-6.9%	-7.7%
Cc1cccc(N2CCN(c3nc(C)cc(C)c3C#N)CC2C)c1 (configuration not stated)	-17.9%	-3.9%	i	-20.8%	18.4µM*	-0.5%	11.1%	15.9%	?
COC(=O)c1ccccc1NC(=O)COc1ccc(S(=O)(=O)NC(C)C)cc1	nt	-10.1%	i	-13.5%	18.2%	0.8%	-2.3%	12.4%	?
Cc1nc(NCc2ccc3c(c2)OCO3)c2oc3ccccc3c2n1	-26.6%	-30.1%	i	-8.5%	-2.9%	3.7%	-0.4%	?	-22.2%
O=C(NNC(=O)C(O)c1ccccc1)NC1CCCCC1 (configuration not stated)	28.5%	11.7%	i	4.0%	-1.4%	-0.3%	-0.7%	20.3%	1.3%
Cc1nn(-c2ccccc2)c2sc(C(=O)Nc3ccccc3Br)cc12	9.1%	-30.7%	i	nt	nt	2.9%	-2.0%	-2.0%	?
CC(=O)Nc1ccc(N/C=C/C(=O)C(C)(C)C)cc1	7.4%	-4.8%	i	1.2%	-8.6%	-0.8%	-2.8%	-18.5%	0.0%
COc1cccc(NC(=O)C2CCN(c3nnc(-n4c(C)ccc4C)s3)CC2)c1	nt	-11.8%	nt	nt	nt	15.5%	-0.1%	nt	-12.5%
Cc1ccc2nc(-c3ccccc3C)oc(=O)c2c1	0.0%	-5.3%	i	-21.5%	-1.5%	-0.6%	-1.1%	-0.9%	-6.5%
COc1cc2[nH]c(=S)nc(NCc3cccc(Cl)c3)c2cc1OC	nt	-29.4%	i	-4.1%	?	0.6%	-9.3%	?	-1.7%
CC1CC(C)CN(c2ccc(NS(=O)(=O)c3ccccc3)cc2C(=O)O)C1 (configuration not stated)	2.0%	-1.8%	i	4.6%	6.5%	-0.7%	-9.4%	0.1%	-15.8%
CCCN(CCC)c1ccc(C2N=C(N)Nc3nc4ccccc4n32)cc1 (configuration not stated)	nt	-61.4%	nt	nt	nt	2.5%	2.9%	?	4.1%
COC(=O)c1c(NC(=O)c2cccc(S(=O)(=O)N3CCN(C)CC3)c2)sc(C)c1C	-19.0%	-21.6%	i	-16.8%	20.6µM*	3.0%	19.3%	15.9%	1.0%
O=C(Cn1cnc2c(OCc3ccccc3)ncnc21)N1CCN(c2ccccn2)CC1	-7.8%	-1.3%	i	-4.1%	1.7%	0.0%	3.4%	-2.1%	4.2%
COCCNC(=O)C1(C)CCN(C(=O)c2cccc(C)c2C)C1 (configuration not stated)	6.4%	1.8%	i	8.5%	nt	-0.3%[9.22 µM]	nt	10.5%	nt

# Nothing new here: an excerpt of the list.
SMILES	ATXN2 expr inh	HepG2 tox	ATXN viability	EPAC2 antag	MCF10A rereplic	Nrf2 ARE act	A549 viability	TGFb SMAD3 inh	Nrf2 inh
Cc1ccc(C(=O)N2CCOCC2)cc1S(=O)(=O)N1CCOCC1	-6.2%	4.8%	?	19.0%	-3.1%	0.3%	-0.4%	14.4%	20.0%
Cc1ccccc1OS(=O)(=O)c1cn(C)c(=O)n(C)c1=O	11.9%	11.8%	i	4.6%	-1.6%	-0.2%	0.8%	-7.9%	34.4%

# The results go on:
SMILES	ATXN2 expr inh	HepG2 tox	ATXN viability	EPAC2 antag	MCF10A rereplic	Nrf2 ARE act	A549 viability	TGFb SMAD3 inh	Nrf2 inh
CCCCn1nnnc1SCC(=O)N1CCCC1	-30.7%	-0.2%	i	-10.7%	0.5%	0.1%	-0.5%	-5.2%	7.3%
CC(C)Cc1nnc(NC(=O)CCC(=O)N2CCN(c3ccc([N+](=O)[O-])cc3)CC2)s1	-35.2%	-0.7%	?	-14.7%	1.5%	-0.1%	?	?	?
Cc1nc2ccccc2n1CCN1CCOCC1	2.8%	-5.0%	i	-2.9%	-6.6%	-0.7%	1.3%	-14.4%	-8.9%
CC(=O)c1ccc([C@@H]2C[C@]34CN(Cc5cccc(C(F)(F)F)c5)S(=O)(=O)[C@H]3C[C@H]2O4)cc1	-9.2%	-4.6%	?	-19.8%	?	0.7%	-9.0%	?	-21.0%
S=c1nc(-c2ccccc2Cl)[nH][nH]1	-1.7%	-18.7%	i	6.8%	0.5%	-0.1%	0.5%	-5.8%	3.0%
Cc1ccc(S(=O)(=O)NCCCCCC(=O)N(C)C)cc1	10.1%	-3.3%	i	1.9%	-2.8%	-0.2%	2.1%	0.4%	12.1%
COc1cc(OC)c2c(-c3cccc(-c4ccc(OC(F)(F)F)cc4)c3)cc(=O)oc2c1	2.7%	-56.5%	i	9.9%	-2.4%	-0.4%	2.7%	?	-6.1%
Cc1ccc(OCCN(C)C(=O)c2cc(COc3ccc(F)cc3F)on2)cc1	7.9%	-4.9%	i	-11.2%	0.0%	-0.4%	-1.1%	?	6.7%
CCOC(=O)c1c(NC(=O)/C(C#N)=C/c2ccc(OC)cc2)sc2c1CCC2	nt	-7.9%	nt	nt	nt	0.0%	-1.8%	9.7%	-6.0%
CC(=O)NC1C(c2nc3ccccc3s2)=C(c2ccccc2)C(=O)N1c1ccc(C)cc1 (configuration not stated)	30.0%	-19.2%	i	-1.5%	7.5%	2.9%	nt	-9.9%	-10.5%
CCOC(=O)C1C(=O)NC(C(=O)OCC)(C(=O)OCC)C1C(C)CC (configuration not stated)	13.9%	9.2%	i	-0.4%	-37.6%[inhibitor]	0.0%	0.6%	-4.3%	-19.2%
CC(C)CCn1c(=O)c2ccccc2n2c(CN3CCOCC3)nnc12	-15.0%[2.22 µM]	0.5%	i	6.5%	-26.1%	0.2%	0.8%	-0.8%	-3.5%
COc1ccc(/C=C2\SC(=O)N(CC(=O)Nc3cccnc3)C2=O)cc1OC	nt	-19.3%	i	9.8%[57.1 µM]	12.1%	1.1%	-3.2%	-1.6%	-4.8%
NC(=O)NC(=O)CSc1nc(-c2ccccc2)c(-c2ccccc2)n1CC1CCCO1 (configuration not stated)	11.8%	-15.8%	i	-2.9%	15.3%	-0.2%	-6.5%	-5.6%	-20.1%
Cc1cccc(C(=O)N/C(=C/c2ccco2)C(=O)N2CCCCCC2)c1	-0.7%	-7.1%	i	-3.9%	?	2.3%	-11.0%	9.0%	-11.3%
CCn1c(SCC(=O)NCC2CCCO2)nnc1-c1ccccc1OC (configuration not stated)	6.9%	0.0%	?	4.6%	1.3%	0.3%	-4.1%	-4.4%	7.8%
CCOC(=O)[C@]12CCC=C1N(Cc1ccccc1)C(=O)[C@H](CC(=O)NCc1ccc(OC)c(OC)c1)C2	6.7%	nt	i	-3.9%	nt	-0.1%	nt	nt	nt
O=C(O)Cn1cc(/C=c2/sc3nc4ccccc4n3c2=O)c2ccccc21	57.9%[activator][11.3 µM]	3.1%	i	51.9%[activator]	3.1%	3.0%	-7.9%	5.2%	?
O=C(CN1CCN(c2ccccc2O)CC1)Nc1ccc([N+](=O)[O-])cc1Br	-5.2%	-1.1%	i	6.7%	-0.6%	1.6%	-0.5%	1.2%	?
COc1ccccc1CNS(=O)(=O)c1c(C)[nH]c(=O)[nH]c1=O	-1.4%	-0.3%	i	9.7%	-11.2%	0.1%	-3.8%	-1.1%	-5.7%
COc1ccc2c(=O)c3ccccc3oc2c1	0.5%	-8.4%&-4.2%	i	-20.2%	7.9%	?	1.0%	-13.1%&-12.8%	?

# Screening results (PubChem)
